NS5 inhibitors: Dengue-2 NS5 methyltransferase inhibitors, primary screen, biochemical, confirmation dose response (AID 588689) | Dengue-2 NS5 methyltransferase capping enzyme assay, biochemical; higher % means a stronger effect | one-dose inhibition, % at 25 µM; IC50 in µM for titrated hits | 0.3% of 340,000 active; in the data active means a potency from the dose series
NTR1 agonist: NTR1-driven beta-arrestin-GFP spot formation – imaging, U2OS cells, high content, primary screen (AID 493036); P30989; agonist mode; activation, % at 20 µM; 0.17% of 330,000 active;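 active means activation at or above 40% of the spot to cytoplasm intensity ratio, with at least 20 cells analyzed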;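 further: 0% = DMSO without peptide and 100% = 100 nM NTR1 peptide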
Target sequence (P30989 whole entry, looked up): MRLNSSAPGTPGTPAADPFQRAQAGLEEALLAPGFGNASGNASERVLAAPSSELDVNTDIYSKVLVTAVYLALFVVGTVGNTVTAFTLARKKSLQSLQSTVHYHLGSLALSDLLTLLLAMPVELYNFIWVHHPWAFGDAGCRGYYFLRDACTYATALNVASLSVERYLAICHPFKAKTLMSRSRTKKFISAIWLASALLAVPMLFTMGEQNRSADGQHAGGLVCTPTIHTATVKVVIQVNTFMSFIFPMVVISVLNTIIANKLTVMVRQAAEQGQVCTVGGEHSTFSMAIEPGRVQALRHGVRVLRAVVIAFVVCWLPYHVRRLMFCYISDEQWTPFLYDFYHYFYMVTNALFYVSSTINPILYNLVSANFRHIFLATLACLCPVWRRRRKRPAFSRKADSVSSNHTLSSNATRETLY
GPR35 arrestin U2OS: inhibition of zaprinast-stimulated GPR35 beta-arrestin translocation – imaging, U2OS, beta-arrestin-GFP, zaprinast agonist, primary screen (AID 2058); U2OS GPR35 beta-arrestin-GFP translocation imaging, zaprinast antagonism; higher % means a stronger effect; one-dose inhibition, % at 10 µM; IC50 in µM for titrated hits; 0.052% of 290,000 active;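 active means inhibition of at least 50% with at least 30 cells and total cytoplasm GFP at most 10,000,000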
WT yeast gro inh: growth inhibition of WT yeast, mitochondrial fusion screen. mitochondrial fusion phenotypic screen, WT strain. inhibition, % at 10 µM. 2.1% of 190,000 active. AID 1362; in the data active means inhibition above about 58%; tested in S. cerevisiae
Autophagy HCS: autophagy modulation, high-content screen; MEF GFP-LC3 puncta imaging; test concentration mostly 10 µM; calls only at 10 µM (by protocol); 0.98% of 190,000 active; AID 463193;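 active means percentage of spot-positive cells more than 3 SD above its plate mean, without a fluorescence outlier flag or 80% toxicity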;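 further: spot-positive cell cutoff set from DMSO-treated cells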
RSV CPE inhibition: inhibition of RSV-induced cytopathic effect – HEp-2 cells, primary 10 µM value included (AID 2391); HEp-2 cells, RSV-induced CPE inhibition; higher % means a stronger effect; CPE inhibition, % at 10 µM, or IC50 in µM where a hit was titrated; 0.13% of 310,000 active; in the data active means a potency from the dose series; further: strong numbers were not always called active
AID2073: inhibitors of Mint1-CaV2.2 protein interaction, biochemical, HTRF (AID 2073); 0.19% of 290,000 active; HTRF protein-protein interaction, Mint1-CaV2.2; higher % means a stronger effect; inhibition, % at 20 µM, or IC50 in µM where a hit was titrated; in the data active means inhibition mostly above about 51%, no sharp cut-off; further: some results filed as inactive read as strong as hits
UTI89 phage lysis: protection from phage-mediated lysis, alamar blue read-out – E. coli UTI89, K1F phage, bacterial capsule biogenesis inhibitors (AID 488966) | 0.02% of 340,000 active | E. coli UTI89 K1F phage lysis, alamar blue, 2 h; higher % means a stronger effect | inhibition, % at 100 µM, or IC50 in µM where a hit was titrated;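 active means phage lysis inhibition, versus mean bacterial control, above a set limit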;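 further: capsule biogenesis inhibitors block K1F phage lysis so surviving cells raise fluorescence; higher fluorescence means more inhibition of phage lysis; actives were called in the ten point dose series up to 300 µM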
LYP inhibition: inhibitors of LYP phosphatase, biochemical, fluorescence intensity, uHTS (AID 1779). inhibition, % at 11.5 µM; hits with a dose series show IC50 in µM. recombinant LYP phosphatase, fluorescence intensity; higher % means a stronger effect. 0.054% of 290,000 active; in the data active means inhibition above about 50%;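 further: plate controls were vehicle with enzyme for no effect and no enzyme for full effect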
WT yeast gro inh mutant strain: recorded beside WT yeast gro inh, whose call it bears; inhibition, %; mitochondrial fusion phenotypic screen, mutant strain inhibition
Autophagy HCS cell loss 18 h: recorded beside Autophagy HCS, whose call it bears; toxicity, %; measured here: cell loss, nuclei count;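 cell loss after 18 h compound exposure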
NTR1 agonist cell count 20 µM: also measured in NTR1 agonist; calls as there; cell count; measured here: cell count, cytotoxicity flag
NS5 inhibitors pilot replicate: also measured in NS5 inhibitors; calls as there; inhibition, %; measured here: pilot screen replicate inhibition
* = called active by the depositor; i = inactive; / = not tested or not shown; [ ] = dose if it differs, or a comment.

SMILES | NS5 inhibitors | NTR1 agonist | NTR1 agonist cell count 20 µM | GPR35 arrestin U2OS | WT yeast gro inh | WT yeast gro inh mutant strain | Autophagy HCS | Autophagy HCS cell loss 18 h | RSV CPE inhibition | AID2073 | UTI89 phage lysis | LYP inhibition | others
O=C(c1ccccc1)n1ccc(-c2cnc(-c3ccccc3)s2)n1 | 0% | -0.1 | 68 | 0% | 3 | -7 | i | -3 | 9.9% | 12% | 0.9% | -6%
O=C(COC(=O)c1ccc2c(c1)C(=O)N(Cc1ccncc1)C2=O)Nc1cccc2ccccc12 | 22% | -0.3 | 35 | -1% | 3 | -8 | i | 10 | -0.1% | 18% | -0.3% | -3%
COc1ccccc1OCC(=O)Nc1ccc(S(=O)(=O)N2CCN(C)CC2)cc1 | / | -0.4 | 51 | -15% | 4 | -1 | i | 4 | 0.2% | 4% | -0.1% | -6%
CC1(C)CC(=O)C(C=NCCN2CCN(C3CC(=O)N(c4cccc(Br)c4)C3=O)CC2)=C(O)C1 (stereo not given) | -5% | 0.1 | 54 | -1% | -8 | -6 | i | 17 | 1.1% | -3% | 0.1% | -2%
CCOC(=O)c1c(CN(CC)CC)oc2ccc(OC)cc12 | 2% | -0.3 | 71 | -9% | -10 | -4 | i | -1 | 0.9% | 19% | 3.4% | -7%
COc1ccc(/C=C/C(=O)O)cc1S(=O)(=O)NCc1ccco1 | -2% | -2.1 | 67 | 2% | / | / | / | / | 1.4% | 10% | 0.5% | -2%
COc1ccc(N2CCN(C(=O)COC(=O)c3ccc(OC(F)F)cc3)CC2)cc1 | -3% | -0.3 | 63 | / | / | / | / | / | 1.8% | / | 0.8%[50 µM] | /
O=C(N/N=C/c1ccc(Br)s1)c1cccnc1 | / | -0.1 | 89 | 0% | -4 | -11 | i | -7 | 2.8% | -15% | 3.1% | -4%
Cc1ccc(S(=O)(=O)N2CCCOC2CNC(=O)C(=O)NCc2ccco2)cc1 (stereo not given) | -6% | 4.6 | 55 | -6% | 8 | -6 | i | 0 | 1.2% | 1% | 1.6% | -6%
CCSc1nc2c(c(=O)[nH]1)C(c1ccc(C)cc1)C1=C(CCCC1=O)N2 (stereo not given) | -5% | 0.6 | 22 | -15% | -15 | -15 | i | 0 | 1.7% | 16% | -2.4% | -1%
C[C@H](NC(=O)N1CCn2c1nc1ccccc12)C(=O)NCC1CCCO1 (stereo not given in full) | -10% | -0.2 | 72 | -17% | / | / | / | / | 1.2% | 4% | -0.3% | -14%
COCCCNC(=O)c1c[nH]c2ccc(S(=O)(=O)N(C)c3ccccc3C)cc2c1=O | -9% | 0.2 | 84 | -2% | / | / | / | / | 15% | 1% | 0.0% | -7%
Cc1nnc(SCC(N)=O)n1CC1CCCO1 (stereo not given) | -4% | -0.1 | 61 | -10% | -11 | -4 | i | -5 | 1.5% | 2% | 0.0% | -7%
COCCCNC(=O)Cn1cc(/C=C(\C#N)C(=O)NC2CCCC2)c2ccccc21 | -3% | 0.5 | 74 | -4% | / | / | / | / | 1.5% | 3% | 0.0% | -15% | NS5 inhibitors pilot replicate=0.6
COc1cccc(C(NC(=O)c2ccccc2F)NC(=O)c2ccccc2F)c1 | -6% | -1.6 | 79 | 0% | -14 | -2 | i | -15 | 1.1% | -3% | 1.2% | -5%
CC(c1nnc(SCC(=O)c2c(N)n(C3CC3)c(=O)[nH]c2=O)n1-c1ccc(F)cc1)N(C)C (stereo not given) | -6% | 3.8 | 45 | / | / | / | / | / | 0.9% | / | -0.8% | /
COc1cc(C(=O)Nc2ccc3c(c2)OCO3)ccc1-n1cnnn1 | -5% | -0.8 | 76 | 9% | -5 | 5 | i | 7 | -0.2% | -3% | 0.9% | -8%
CCN(CC)c1ccc([N+](=O)[O-])cc1C(=O)O | 3% | 0.1 | 64 | 4% | -10 | 0 | i | -2 | 3.1% | 9% | -4.8% | -2%
Cc1cc(C)nc(NS(=O)(=O)c2ccc(NC(=O)Nc3ccccc3)cc2)n1 | -28% | -0.6 | 45 | -8% | -11 | -24 | i | 12 | 0.6% | 0% | -0.7% | -5%
CCN1C(=O)[C@@H]2[C@H](C1=O)[C@@H]1C(=O)Nc3ccccc3C(=O)N1[C@@H]2c1cccc(Cl)c1 | -2% | -1.6 | 60 | -1% | / | / | / | / | -0.1% | 12% | 0.0% | -6%
CC1CCCN(C(=O)C2CCN(S(=O)(=O)c3cccc4nonc34)CC2)C1 (stereo not given) | -13% | 1.1 | 52 | 2% | / | / | / | / | 3.3% | 12% | -0.1% | -7%
Cc1ccc(N(CC(O)COCc2ccco2)S(=O)(=O)c2ccc(C)cc2)cc1 (stereo not given) | -1% | 2.8 | 88 | 9% | 5 | 4 | i | 2 | -0.5% | 28µM* | -0.1% | 2%
Cc1ccc(/C=c2\sc3nc(-c4ccco4)nn3c2=O)o1 | / | 4.3 | 45 | 26% | 7 | -7 | i | -2 | 2.1% | 20% | 0.6% | 5%
CCCC(=O)Nc1nnc(-c2ccc3c(c2)OCCO3)o1 | -3% | -1.2 | 59 | 6% | -3 | 4 | i | 40 | 0.1% | -3% | 0.4% | -6%
COC(=O)CN(c1cc(Cl)ccc1OC)S(=O)(=O)c1ccc(OC)c(OC)c1 | 4% | 2.9 | 45 | 1% | -5 | -14 | i | 4 | 2.5% | -7% | 0.0% | -6%
(listing goes on)
SMILES | NS5 inhibitors | NTR1 agonist | NTR1 agonist cell count 20 µM | GPR35 arrestin U2OS | WT yeast gro inh | WT yeast gro inh mutant strain | Autophagy HCS | Autophagy HCS cell loss 18 h | RSV CPE inhibition | AID2073 | UTI89 phage lysis | LYP inhibition | others
O=C(CCn1nc(-c2ccc(Cl)cc2)ccc1=O)NCCCN1CCCCCC1 | -4% | -1.3 | 50 | -6% | -3 | 16 | i | -6 | -1.8% | -12% | 2.8% | 2%
Cc1ccc(NC2=CC(=O)CC(c3ccccc3)C2)cc1 (stereo not given) | 4% | 9.0 | 81 | 8% | 24 | 5 | i | 23 | -0.4% | 12% | 1.0%[50 µM] | 3%
O=C(COC(=O)c1ccc(Cl)c([N+](=O)[O-])c1)Nc1ccccc1OC(F)F | 3% | 5.1 | 49 | -7% | 0 | 7 | i | 6 | 2.7% | -2% | 0.7%[50 µM] | -1%
CNc1cc(C)c(C#N)c2nc3ccccc3n12 | -1% | -1.1 | 55 | -4% | / | / | / | / | 1.2% | 21% | 0.3% | -9%
Cc1[nH]n(-c2ccccc2)c(=O)c1/C=N/NC(=O)c1ccc(O)cc1O | -1% | -1.1 | 88 | -1% | / | / | / | / | 4.0% | 21% | 0.3% | -1%
O=C(NCCC1=CCCCC1)C1CCN(C(=O)Cc2ccccc2)CC1 | 6% | 1.8 | 57 | 3% | -9 | -5 | i | -8 | 3.4% | -6% | 0.3% | -6%
COc1ccc(NC(=O)C2CC(=O)NC3=C2C(=O)CC(C)(C)C3)cc1 (stereo not given) | -8% | -0.6 | 63 | -12% | 30 | -45 | i | -2 | 0.6% | 2% | 4.6% | -4%
COc1ccc(CCn2c(=N)c(S(=O)(=O)c3ccccc3)cc3c(=O)n4ccccc4nc32)cc1 | 19% | 2.3 | 48 | 5% | / | / | / | / | 0.4% | 12% | 0.3% | -3%
Cc1cc(C)c2cc(CN(Cc3nnnn3C3CCCCC3)CC3CCCO3)c(=O)[nH]c2c1 (stereo not given) | -6% | 0.7 | 46 | -13% | 6 | 4 | i | 0 | 17% | 4% | 1.2% | 4%
COc1ccc(Cc2nnc(SCC(=O)Nc3ccccc3)[nH]c2=O)cc1 | -7% | -1.2 | 61 | / | / | / | / | / | 1.5% | / | -0.1%[50 µM] | /
CN(CC(=O)Nc1ccc(C(N)=O)cc1)CC(=O)Nc1ccccc1Br | 5% | -0.7 | 59 | 12% | / | / | / | / | 2.1% | 2% | 0.2% | -6%
Cc1nnc(SC(C(=O)Nc2ccc(Cl)c([N+](=O)[O-])c2)c2ccccc2)[nH]c1=O (stereo not given) | 1% | 1.7 | 73 | -5% | -10 | 13 | i | -8 | 2.1% | 8% | 0.1% | -3%
CCOC(=O)CCCNC(=O)CCNC(=O)c1ccc(OCC(C)C)cc1 | -3% | -0.6 | 53 | 2% | / | / | / | / | 1.5% | 0% | -1.1% | -4%
S=c1[nH]nc(Nc2cccc(Cl)c2)s1 | -2% | 0.7 | 55 | -4% | 5 | 8 | i | 29 | 16% | 32% | i | -3%
Cn1c(=O)[nH]c(=O)c2c1nc(N/N=C/c1cccnc1)n2Cc1ccc(Cl)cc1 | / | 1.6 | 51 | -6% | / | / | / | / | / | 4% | / | -2%
CC1=C(C#N)C(NC(=O)c2cccc(Cl)c2)(C(F)(F)F)C(=O)N1 (stereo not given) | 1% | 0.7 | 40 | 2% | 7 | 8 | i | 13 | 3.3% | -4% | 1.4%[50 µM] | -8%
COc1ccc(C(=O)COC(=O)CNC(=O)c2cc(OC)cc(OC)c2)cc1 | -2% | 0.0 | 76 | 7% | 3 | -11 | i | 3 | 2.7% | 2% | 0.0% | -7%
COc1ccc(/C=C/C(=O)Oc2cccc(/C=N/NC(=O)Cc3ccc(Br)cc3)c2)cc1 | -11% | 3.1 | 64 | -1% | / | / | / | / | 11% | 11% | -0.2% | 0%
O=C(NCc1ccco1)C(c1ccccc1)N(C(=O)Cc1cccs1)c1ccccc1 (stereo not given) | 0% | -0.1 | 60 | -14% | -14 | 11 | i | 4 | 0.4% | 4% | -1.3% | -3%
CCOC(=O)N1CCN(C(=O)c2cc3c(=O)n(C)c4ccccc4c3n2C)CC1 | -1% | 4.6 | 63 | -3% | 8 | -8 | i | 3 | 0.6% | 2% | 2.0% | -5%

Bioassay records deposited in PubChem BioAssay by several laboratories.

Compounds as they come; about 2.6% have a hit in one of these screens.
